GSK3beta inhib = blocks human GSK3beta kinase activity | actives 0.038% (n = 300,000) | activity score (negative = inhibition), % at 10 µM | GST-GSK3beta kinase, ADP-Glo luminescence, 60 min; stronger effect = lower value | AID 2097 | P49841;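 active = more than half of replicate wells score below -50%, meaning over 50% inhibition versus plate controls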;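 note: 0% = median DMSO wells and -100% = median GW8510 positive control wells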
Target sequence (P49841 whole entry, looked up): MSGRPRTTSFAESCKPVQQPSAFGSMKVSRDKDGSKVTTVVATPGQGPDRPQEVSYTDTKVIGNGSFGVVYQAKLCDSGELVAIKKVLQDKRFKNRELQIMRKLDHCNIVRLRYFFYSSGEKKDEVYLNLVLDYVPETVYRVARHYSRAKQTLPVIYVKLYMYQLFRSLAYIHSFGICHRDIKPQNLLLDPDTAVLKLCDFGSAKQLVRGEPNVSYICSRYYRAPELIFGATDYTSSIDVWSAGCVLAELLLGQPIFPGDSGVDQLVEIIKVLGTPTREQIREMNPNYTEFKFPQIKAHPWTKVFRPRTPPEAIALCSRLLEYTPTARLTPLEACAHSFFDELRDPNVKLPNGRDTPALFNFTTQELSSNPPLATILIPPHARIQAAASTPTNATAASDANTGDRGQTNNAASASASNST
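Test system – GST-tagged human GSK3beta kinase, cell-free · Incubation – 60 min enzyme reaction, room temperature · Signal – ADP-Glo luminescence · Also added – peptide substrate and ATP at 25 µM · Controls – DMSO neutral wells and GW8510 at 20 µM as positive · Buffer or medium – Tris/MgCl2 kinase buffer · Measure – Luminescence-derived activity versus plate DMSO and GW8510 wells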
HSP90 refold inh = inhibitors of HSP90 luciferase refolding in rabbit reticulocyte lysate; AID 1789; luciferase refolding luminescence, 3 h; actives 0.91% (n = 290,000); inhibition, % at 5.6 µM;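 active = inhibition above the screen-wide mean plus 3 SD, computed separately per campaign, cut at about 16% in these data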;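 note: 0% = DMSO wells and 100% = 60 µM geldanamycin wells; inhibitors lower the luminescence because luciferase stays unfolded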
KLF5 inh = suppresses KLF5 promoter-driven expression; inhibition, % at 5 µM; AID 1700; actives 0.23% (n = 290,000); DLD-1 KLF5 promoter-luciferase reporter, luminescence;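 active = inhibition above a per-plate limit of that plate's mean compound inhibition plus 3 SD, cut at about 60% in these data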;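 note: 0% = DMSO wells and 100% = LY294002 at 200 µM; higher means less KLF5 promoter-driven luciferase light; inactives centre near -14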
aSyn 5UTR inh = 5' untranslated region of α-synuclein, MLPCN primary screen | AID 1813 | actives 0.82% (n = 300,000) | inhibition, % (tested at 7.5 µM) | alpha-synuclein 5'UTR reporter, inhibitor activity; in the data active = inhibition above about 60%;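 note: H4 neuroglioblastoma cells stably carrying SNCA 5'UTR luciferase fusion; 0% = DMSO wells and 100% = positive control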
HSF1 activator = increases HSF-1 driven luciferase reporter signal; NIH3T3-HGL HSF-1 luciferase reporter, MG132, 8 h; 100% = twice DMSO control signal; activation, % at 9 µM; actives 1.7% (n = 300,000);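 active = mean replicate activation of at least 50% with a set share of replicates each reaching 50%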;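 note: 0% = median of the neutral control wells and 100% = twice that signal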
GSK3A inh = human GSK-3 alpha kinase inhibition; inhibition, % at 10 µM; actives 0.1% (n = 320,000); ADP-Glo luminescence, 60 min;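 in the data active = inhibition above about 50%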;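 note: GST-tagged GSK-3 alpha with peptide substrate and 25 µM ATP; 0% = DMSO neutral wells and 100% = GW8510 positive control wells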
Target sequence (P49840 whole entry, looked up): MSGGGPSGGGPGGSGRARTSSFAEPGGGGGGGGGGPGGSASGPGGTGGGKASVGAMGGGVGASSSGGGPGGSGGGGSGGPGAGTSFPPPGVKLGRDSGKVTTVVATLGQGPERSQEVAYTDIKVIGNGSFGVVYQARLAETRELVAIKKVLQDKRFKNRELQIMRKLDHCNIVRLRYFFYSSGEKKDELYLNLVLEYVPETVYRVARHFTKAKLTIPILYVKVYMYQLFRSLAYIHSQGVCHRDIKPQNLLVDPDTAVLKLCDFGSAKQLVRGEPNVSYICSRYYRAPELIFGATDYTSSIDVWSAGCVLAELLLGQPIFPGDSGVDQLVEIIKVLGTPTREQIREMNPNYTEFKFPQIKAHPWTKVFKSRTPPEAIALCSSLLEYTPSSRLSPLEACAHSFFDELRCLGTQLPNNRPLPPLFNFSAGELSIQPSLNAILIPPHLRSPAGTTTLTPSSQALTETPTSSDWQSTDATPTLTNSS
HSF1 inhib = HSF1 inhibition; NIH3T3-HGL HSE-luciferase, MG132-induced, luminescence 8 h; stronger effect = lower value; activity change, negative = inhibition, % at 7.5 µM (by protocol); actives 0.77% (n = 300,000); AID 2098;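 active = more than half of replicate wells show activity change below -50%, luminescence cut by over half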;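 note: luciferase reports HSF-1 transcriptional activity via heat shock element; 0% = median of DMSO wells and -100% = zero luminescence signal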
AI-2 QS modul = modulators of Vibrio harveyi AI-2 quorum sensing system; activity change, % at 7.5 µM; actives 0.4% (n = 300,000); Vibrio harveyi JMH597 AI-2 luminescence/OD600 ratio, 9 h; stronger effect = lower value; strain lacks LuxN and CqsS sensors; 0 = neutral-control median; AID 2094; in the data active = activity change below about -75%, passing the limit was not always enough;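 note: luminescence divided by OD600 gain over 9 h not by final OD600 alone; inactives centre near 13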
IEC-6 tox = counter-screen for KLF5 inhibitors: cytotoxicity in IEC-6 cells. IEC-6 cytotoxicity, luminescence viability. inhibition, % at 5 µM. actives 0.78% (n = 290,000); in the data active = inhibition above about 22%;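 note: 0% = plate median of test compound wells and 100% = cytotoxic reference compound wells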
PolyA inh = blocks polyadenylation in yeast reporter cells | S. cerevisiae SKY197-pL101 polyadenylation reporter, beta-gal luminescence; efflux-impaired pdr1/pdr3 knockout yeast; score 100 = 6 SD above DMSO | AID 1875 | calls only at 12 µM | actives 0.02% (n = 300,000);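 active = lowest replicate activity score at least 50, where 100 means six control SD above control mean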;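 note: yeast exposed to compound for 9 h at 30 °C; higher score means more reporter readthrough which indicates perturbed polyadenylation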
The depositor's hits bear a star; i = inactive; x = not tested or not shown. This is a subset. The share of hits here may be higher or lower than overall.

nr	canonical_smiles	GSK3beta inhib	HSP90 refold inh	KLF5 inh	aSyn 5UTR inh	HSF1 activator	GSK3A inh	HSF1 inhib	AI-2 QS modul	IEC-6 tox	PolyA inh
1	O=C(CCc1nnc(Cc2ccc3c(c2)OCO3)o1)NC(c1ccccn1)C(F)(F)F (centres undefined)	-5	0	-17	-15	-1	-2	-2	11	2	i
2	CCn1cc(/C=C(\NC(=O)c2ccccc2F)C(=O)N2CCOCC2)c2ccccc21	-2	-4	-12	-19	5	-2	2	5	-7	i
3	Cc1cn(CC2COC(C)(C)O2)c(=O)[nH]c1=O (centres undefined)	1	2	7	-3	-14	1	0	16	8	i
4	Cc1ccc(CN2C3=NC(=O)CN3c3ccccc32)cc1	-4	2	-5	-8	17	-2	-1	5	-1	i
5	C[C@H]1CN(CCc2ccccc2)C(=O)[C@@H]1CC(=O)NCc1ccccc1	0	-3	-32	-13	1	6	-3	8	-3	i
6	CCCn1cnc2sc(CC)cc2c1=O	-2	-4	-57	-59	13	-1	7	14	-2	i
7	Cc1ccc(OCC(=O)N/N=C2\CC(=O)CC(C)(C)C2)c(Br)c1	0	-7	-29	29	21	x	5	12	-6	i
8	CCOC(=O)C1CCCN(S(=O)(=O)c2ccccc2)C1 (centres undefined)	3	5	-11	6	-2	0	-4	34	2	i
9	O=C(NCC1CCCO1)/C(=C\c1ccccc1)NC(=O)c1ccccc1 (centres undefined)	0	-11	-14	-10	-1	2	-4	19	-10	i
10	COc1ccc(CN2CCSc3sccc3C2=O)cc1	2	-2	-8	13	-3	-1	-6	15	-9	i
11	CC(O/N=C/c1ccc(OC(F)F)cc1)C(=O)Nc1cccc(S(=O)(=O)N2CCOCC2)c1 (centres undefined)	0	-2	-10	6	18	3	0	10	2	i
12	CCOc1ccc(S(=O)(=O)Nc2ccc3c(c2)OCO3)c2cccnc12	-17	2	-13	3	-39	0	-24	23	4	i

Only HSP90 refold inh and IEC-6 tox, for some of the entries so far:
item	Molecule	HSP90 refold inh	IEC-6 tox
3	Cc1cn(CC2COC(C)(C)O2)c(=O)[nH]c1=O (centres undefined)	2	8
4	Cc1ccc(CN2C3=NC(=O)CN3c3ccccc32)cc1	2	-1
5	C[C@H]1CN(CCc2ccccc2)C(=O)[C@@H]1CC(=O)NCc1ccccc1	-3	-3
6	CCCn1cnc2sc(CC)cc2c1=O	-4	-2
7	Cc1ccc(OCC(=O)N/N=C2\CC(=O)CC(C)(C)C2)c(Br)c1	-7	-6

Back to the main list, starting four compounds before the break.
nr	canonical_smiles	GSK3beta inhib	HSP90 refold inh	KLF5 inh	aSyn 5UTR inh	HSF1 activator	GSK3A inh	HSF1 inhib	AI-2 QS modul	IEC-6 tox	PolyA inh
9	O=C(NCC1CCCO1)/C(=C\c1ccccc1)NC(=O)c1ccccc1 (centres undefined)	0	-11	-14	-10	-1	2	-4	19	-10	i
10	COc1ccc(CN2CCSc3sccc3C2=O)cc1	2	-2	-8	13	-3	-1	-6	15	-9	i
11	CC(O/N=C/c1ccc(OC(F)F)cc1)C(=O)Nc1cccc(S(=O)(=O)N2CCOCC2)c1 (centres undefined)	0	-2	-10	6	18	3	0	10	2	i
12	CCOc1ccc(S(=O)(=O)Nc2ccc3c(c2)OCO3)c2cccnc12	-17	2	-13	3	-39	0	-24	23	4	i
13	O=C(Nc1cc(C(=O)Nc2ccccc2C(=O)O)cc(C(=O)Nc2ccccc2C(=O)O)c1)c1ccccc1	3	-3	-23	-11	7	1	4	18	-3	i
14	COc1ccccc1NC(=O)C(C)N1CCN(C/C=C/c2ccccc2)CC1 (centres undefined)	0	0	-4	11	-14	3	3	-2	2	i
15	Cc1ccc(C)n1-c1nccc(-c2cccs2)n1	-1	0	1	-5	11	-2	-3	18	8	i
16	COc1ccc(CNC(=O)c2ccc(C(C)C)cc2)cc1	-1	0	-87	-181	32	2	13	24	1	i
17	CN(CC(=O)NCc1ccco1)S(=O)(=O)c1cccc2cccnc12	1	2	-17	-10	8	-2	-2	12	1	i
18	CCOc1ccccc1NC(=S)N(CCN(C)C)C(C)c1ccncc1 (centres undefined)	1	0	-15	-13	-21	-4	-4	9	0	i
19	Cn1cc(Br)c(C(=O)Nc2nccs2)n1	1	-3	-25	-48	0	1	-2	3	-4	i
20	N#Cc1c(NCCCO)nc(-c2ccccc2)c2c1CCCC2	1	2	-24	-3	41	2	1	7	9	x
21	CCCOC(=O)CC1C(=O)NCCN1C(=O)OC(C)(C)C (centres undefined)	3	0	1	6	3	-1	-5	-8	-2	i
22	Cc1ccc(-c2nnc(SCC(=O)NC3CCS(=O)(=O)C3)nc2-c2ccc(C)cc2)cc1 (centres undefined)	0	4	-12	30	11	-5	-8	21	3	i
23	Cc1ccc2c(c1)CC1(CN2C)C(=O)OC(C)(C)OC1=O	-6	-1	-35	22	22	x	7	3	-2	i
24	O=C(c1ccc([N+](=O)[O-])cc1)N1CCN(C(=O)c2cccs2)CC1	0	-2	-19	-11	-2	-3	-7	43	6	i
25	Cn1c(N)c(C(=O)CSc2nc(N)cc(N)n2)c(=O)n(C)c1=O	-8	0	-2	4	11	19	3	11	1	i
26	CCOC(=O)c1sc(/N=C/c2c(C)[nH]n(-c3ccccc3)c2=O)c(C#N)c1C	0	-1	-37	-1	-1	-5	-2	1	-2	i
27	COC(=O)CC1=C(C(=O)OC)[C@@H](c2ccccc2[N+](=O)[O-])C(C#N)=C(N)O1	0	4	-34	3	-7	5	0	10	-5	i
28	O=C1CCCCN1CCC(=O)N1CCCC(Nc2ccc(F)c(F)c2)C1 (centres undefined)	-1	-7	-23	2	3	-1	-2	-1	-1	i
29	Nc1nonc1-c1noc(COc2ccccc2Cl)n1	0	4	-156	-162	37	1	18	12	4	x
30	CCOC(=O)C1CCCCN1C(=O)CCc1nnc(-c2ccc3c(c2)OCO3)o1 (centres undefined)	-2	-5	-80	-65	7	4	20	8	0	i
31	NC(=O)/C(=C\c1cccnc1)NC(=O)c1ccccc1	-3	0	-17	-7	-6	0	0	-1	0	i
32	Cc1onc(-c2ccccc2)c1-c1n[nH]c(=S)n1-c1ccccc1Cl	-6	-2	-39	7	-1	-2	0	5	-2	i
33	CN(C)S(=O)(=O)N(CC(=O)Nc1ccccc1)c1ccccc1	0	1	11	x	x	-2	x	1	2	x
34	COC(=O)c1nc(N)sc1C	1	3	-6	2	x	-1	x	7	3	i
35	CCOc1cc(-c2nc3ccccn3c2NCC2CCCO2)ccc1O (centres undefined)	4	-4	-19	0	-45	-1	-33	4	-1	i
36	CCN1C(C(=O)Nc2cc(C)on2)=C(O)c2ccccc2S1(=O)=O	3	3	-6	-1	-7	-2	-9	-1	1	i
37	O=[n+]1cc(-c2cc3ccccc3o2)n([O-])c2c1CCCC2	1	x	x	-91	10	1	8	23	x	i
38	CCCCS/C(N)=N/N=C/c1ccccc1O	3	-7	-81	-153	87*	0	26	10	-11	i
39	COc1nc(OC)nc(N2CCC(C(=O)Nc3cccc4ccccc34)CC2)n1	2	3	11	17	6	-1	-5	17	-4	i
40	CCOC(=O)C1C(=O)CC(C)(O)C(C(=O)OCC)C1c1ccc(NC(C)=O)cc1 (centres undefined)	0	-3	-38	-20	9	1	0	34	1	i
41	Fc1ccc(C2=CSC3=NCCN23)cc1	2	-2	-28	-3	5	1	1	16	-1	x
42	O=C(Nc1ccnn1C1CCN(Cc2ccc3nonc3c2)CC1)c1cccc(F)c1	1	4	-36	23	8	-2	9	9	6	i
43	CCN1C(=O)/C(=C2\C=Cc3cc(C)ccc3N2CC)OC1=S	3	-2	1	-53	17	0	1	23	-7	i
44	CC(C)[C@H](NC(=O)c1ccco1)C(=O)OCC(=O)Nc1ccc(F)cc1	-2	2	-21	-26	7	-4	5	11	2	i
45	O=C(COc1ccc2ccccc2c1)Nc1cccc2c1C(=O)NC2=O	0	-4	-5	5	3	1	-5	18	1	i
46	Cc1ccc(-c2noc(/C=C/c3ccccc3)n2)cc1	-2	-2	-71	-202	69*	-4	35	3	6	i
47	Cc1nnc(SCC(=O)Nc2sc3c(c2C#N)CCCC3)[nH]c1=O	2	2	-14	16	8	-3	0	2	3	i
48	COc1ccc(Cl)cc1S(=O)(=O)NCc1cccs1	5	-1	-14	-13	-1	1	2	10	-1	i

Part of the list above, set out differently.
46: Cc1ccc(-c2noc(/C=C/c3ccccc3)n2)cc1
47: Cc1nnc(SCC(=O)Nc2sc3c(c2C#N)CCCC3)[nH]c1=O

Assay by compound	46	47
GSK3beta inhib	-2	2
HSP90 refold inh	-2	2
KLF5 inh	-71	-14
aSyn 5UTR inh	-202	16
HSF1 activator	69*	8
GSK3A inh	-4	-3
HSF1 inhib	35	0
AI-2 QS modul	3	2
IEC-6 tox	6	3
PolyA inh	i	i

Along the list, quoted from above.
AI-2 QS modul, entries 37–46: 23, 10, 17, 34, 16, 9, 23, 11, 18, 3
